PLCb3 inh = PLC-beta3 (human) inhibition, primary screen. AID 720704. inhibition, % at 12.2 µM. 0.18% of 370,000 active. Purified PLC-beta3, fluorogenic substrate, fluorescence; in the data active means inhibition above about 11%;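 further: 0% = median of compound wells on plate and 100% = full blocker control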
Target sequence (Q01970 whole entry, looked up): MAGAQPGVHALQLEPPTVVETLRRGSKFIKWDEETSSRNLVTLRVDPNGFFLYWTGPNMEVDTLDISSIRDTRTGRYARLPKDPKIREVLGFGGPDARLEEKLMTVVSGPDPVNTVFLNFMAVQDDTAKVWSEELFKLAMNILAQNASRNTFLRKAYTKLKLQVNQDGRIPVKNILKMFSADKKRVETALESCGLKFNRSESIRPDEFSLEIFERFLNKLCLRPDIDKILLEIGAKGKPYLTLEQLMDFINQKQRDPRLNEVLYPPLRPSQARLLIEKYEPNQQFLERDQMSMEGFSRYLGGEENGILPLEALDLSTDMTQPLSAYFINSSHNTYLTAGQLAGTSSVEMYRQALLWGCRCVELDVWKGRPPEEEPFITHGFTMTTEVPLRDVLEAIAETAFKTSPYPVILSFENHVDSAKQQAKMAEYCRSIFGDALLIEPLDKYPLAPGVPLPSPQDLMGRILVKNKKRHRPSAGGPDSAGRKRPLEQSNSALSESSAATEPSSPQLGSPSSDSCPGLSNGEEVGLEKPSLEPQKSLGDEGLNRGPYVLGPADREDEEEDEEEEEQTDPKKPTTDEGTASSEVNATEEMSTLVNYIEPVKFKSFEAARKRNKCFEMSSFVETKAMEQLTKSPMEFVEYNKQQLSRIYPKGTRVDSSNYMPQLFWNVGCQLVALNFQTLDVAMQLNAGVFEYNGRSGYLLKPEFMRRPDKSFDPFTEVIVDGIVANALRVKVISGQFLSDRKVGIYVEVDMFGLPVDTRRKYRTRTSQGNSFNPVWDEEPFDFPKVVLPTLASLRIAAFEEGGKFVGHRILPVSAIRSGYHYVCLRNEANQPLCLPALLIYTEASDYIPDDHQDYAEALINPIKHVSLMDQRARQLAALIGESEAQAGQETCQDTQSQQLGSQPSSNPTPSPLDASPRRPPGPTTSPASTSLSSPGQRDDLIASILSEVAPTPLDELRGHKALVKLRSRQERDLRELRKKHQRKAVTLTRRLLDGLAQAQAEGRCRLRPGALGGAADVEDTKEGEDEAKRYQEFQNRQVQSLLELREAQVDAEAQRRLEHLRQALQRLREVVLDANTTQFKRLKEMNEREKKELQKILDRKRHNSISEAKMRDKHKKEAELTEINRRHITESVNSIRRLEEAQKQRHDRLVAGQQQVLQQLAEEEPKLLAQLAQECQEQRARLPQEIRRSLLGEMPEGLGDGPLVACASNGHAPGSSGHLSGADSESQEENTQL
ssDAF-12 act = S. stercoralis DAF-12 activation, primary screen. HEK293 ssDAF-12/GRIP1 lit1-tk-luc reporter, luminescence; % of 3 µM dafachronic acid response. AID 652126. 1% of 370,000 active. activation, % at 6.8 µM;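 active means activation above the mean over all tested compounds plus 3 SD, cut at about 0.9% in these data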;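 further: 0% = DMSO-only wells and 100% = 3 µM delta7-dafachronic acid wells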
Rev-erbA mod = modulates human Rev-erb alpha binding to DNA. Rev-erbα–FITC-DNA binding, fluorescence polarization, 90 min. activity, % at 10 µM. 0.79% of 370,000 active;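 active means activity above about 14%, limit read from the data; passing the limit was not always enough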;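 further: 0% = DMSO wells with 35 nM protein and 100% = DMSO wells with 750 nM protein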
DAX1 inh-1 = inhibitors of human orphan nuclear receptor DAX1 (NR0B1); AID 504766; inhibition, % at 6.75 µM; HEK293 Gal4-DAX1 luciferase reporter, luminescence; 0.99% of 340,000 active; P51843;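 active means inhibition above the mean over all tested compounds plus 3 SD, cut at about 4.2% in these data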;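 further: 0% = DAX1-transfected cells with DMSO and 100% = empty-vector control cells with DMSO; inhibition shows as a rise in luminescence from relieved DAX1 repression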
hgDAF12 agonist = hgDAF-12 agonism, primary luciferase screen. HEK293 GAL4-hgDAF12 UAS-luciferase reporter, agonist luminescence; normalized to butyrate control. activation, % at 6.8 µM. 1.8% of 370,000 active. AID 687014;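 active means activation above a cutoff set at the mean of all screened compounds plus 3 SD, cut at about 10% in these data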;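 further: 0% = DMSO wells and 100% = sodium butyrate wells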
PG9 Ab binder = binds the HIV-1 gp120 antibody PG9 | TR-FRET gp120-PG9 antibody binding | inhibition, % at 6.7 µM | 0.43% of 360,000 active; in the data active means inhibition above about 8.5%
sPLA2-III inh = Inhibits HGIII-sPLA2 liposome hydrolysis, primary screen | Q9NZ20 | QFRET BODIPY PC-A2 liposome hydrolysis, fluorescence | inhibition, % at 12.2 µM | 0.56% of 370,000 active | AID 743126;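 active means inhibition above mean plus 3 SD of compounds lying within the high and low control bounds, cut at about 19% in these data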;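 further: 0% = median of test compound wells and 100% = no enzyme DMSO wells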
hcDAF-12 act = H. contortus DAF-12 activation, primary screen; 1.4% of 370,000 active; HEK293 hcDAF-12 lit1-tk-luc reporter, luminescence; 0% DMSO, 100% Δ7-dafachronic acid; activation, % at 6.8 µM; AID 652067;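 active means activation above the mean of all tested compounds plus 3 SD, cut at about 5.5% in these data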;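 further: 100% = response to 3 µM Δ7-dafachronic acid high control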
SMARCA2 act = increases SMARCA2 function in MMTV reporter cells; activation, % at 9.1 µM; MG213 cells, MMTV-luciferase reporter, dexamethasone, overnight; 1% of 370,000 active; in the data active means activation above about 7.8%;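 further: 0% = vehicle wells and 100% = reference activator wells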
GAA850 FXN act = frataxin GAA850 promoter activation. activation, % at 6 µM. HEK293 lucGAA850 FXN promoter luciferase reporter, 24 h; percent of 10 µM SAHA response. 0.56% of 360,000 active;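 active means activation above the average of all compounds screened plus 3 SD, cutoff fixed separately per campaign, cut at about 7.5% in these data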;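 further: 0% = DMSO wells and 100% = 10 µM SAHA wells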
DAX1 inh-2 = DAX1 (NR0B1) inhibition, primary screen | AID 652010 | 1.1% of 370,000 active | HEK293T StAR-luciferase reporter, SF-1/DAX-1 repression relief | inhibition, % at 6.8 µM;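 active means inhibition above the mean over all tested compounds plus 3 SD, cut at about 3.6% in these data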;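 further: 0% = DAX-1 cells with DMSO and 100% = cells lacking DAX-1 with DMSO; higher inhibition means more luminescence from relief of DAX-1 repression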
* marks the source's active call; other numbers are inactive results; / = not tested or not shown.

Order of values – PLCb3 inh	ssDAF-12 act	Rev-erbA mod	DAX1 inh-1	hgDAF12 agonist	PG9 Ab binder	sPLA2-III inh	hcDAF-12 act	SMARCA2 act	GAA850 FXN act	DAX1 inh-2
CC(OC(=O)c1cccs1)C(=O)NCc1ccc2c(c1)OCO2 (stereo not given)
    0	0.1	2	1.5	-1.1	1.5	4	-0.7	-3	-2.0	-0.4
O=S(=O)(c1ccccc1)n1c(CN2CCOCC2)nc2ccccc21
    3	-0.8	-9	/	-2.7	/	0	1.0	-3	/	-1.1
O=C(CCN1C(=O)C2C3C=CC(C3)C2C1=O)Nc1c(F)cc(F)cc1Br (stereo not given)
    0	-0.3	-6	0.4	-2.2	-0.7	3	-0.8	0	0.0	-0.1
O=C(COC(=O)/C=C/c1ccc(OC(F)F)cc1)Nc1ccc(S(=O)(=O)N2CCCC2)cc1
    1	-0.1	-7	-0.7	-2.7	0.1	-31	-2.9	-2	0.4	-0.3
Cc1cc(NC(=O)COC(=O)C2=COCCO2)c([N+](=O)[O-])cc1C
    -7	-0.7	-1	-1.7	-0.2	-1.6	2	-0.8	-4	1.8	-0.1
COc1ccc(O)c(C(=O)c2cnn(C(=O)c3cccc(S(=O)(=O)N4CCOCC4)c3)c2)c1
    -12	-1.9	-9	0.4	-1.2	-2.2	-2	0.6	1	3.0	0.7
Cc1nc(-c2cccc(NC(=O)c3ccco3)c2)cs1
    -3	-1.0	-4	0.4	2.8	0.3	2	-1.6	0	0.6	4.7*
Cc1cc(Cl)ccc1-n1c(-c2cccnc2)n[nH]c1=S
    -6	-1.9	-5	-0.2	1.1	-0.6	8	-0.5	-2	0.7	0.1
Cn1cnnc1SCC(=O)Nc1ccc(Cl)cn1
    3	-0.8	2	-1.2	0.7	-0.9	5	0.6	-5	0.2	0.6
CCN(CC)S(=O)(=O)c1ccc2c3c(cccc13)C(=O)S2
    -40	-1.6	8	-1.5	-2.5	-1.0	-3	-2.0	-1	3.1	-0.7
CCn1c(SCC(=O)Nc2cccc(C)c2)nc2c(c1=O)SC(C)C2 (stereo not given)
    0	-1.7	-1	-0.7	-2.8	4.4	-4	-1.3	0	-2.7	0.6
Cc1ccc(N(CC(=O)NC(C)(C)C)C(=O)CS(=O)CC(=O)Nc2ccc(F)cc2)cc1 (stereo not given)
    -2	-1.3	-6	0.9	1.2	0.0	-7	-2.2	5	-0.4	0.2
O=C1/C(=C/c2cccs2)SC(=S)N1CCCC(=O)N(CCO)c1ccccc1
    -3	-1.2	-4	-1.3	0.4	-1.4	2	-1.9	0	0.6	0.2
COC(=O)C(C)Oc1ccc2c(c1)O/C(=C\c1cccc(Br)c1)C2=O (stereo not given)
    -4	-1.5	-1	2.3	-1.2	-0.8	4	-1.9	-1	2.2	0.2
Cc1nc2ccccc2n1CC(=O)N/N=C\C=C\c1ccccc1
    2	-1.2	0	-1.1	-4.3	-0.6	-13	-3.3	-3	-1.2	-1.3
CCCCN1C(=O)c2ccc(C(=O)Nc3cccnc3)cc2C1=O
    4	-1.2	-1	1.1	-0.1	-2.0	-1	0.8	-2	-3.5	0.6
CC1=C(C(=O)N(C(C)C)C(C)C)CC(CC(=O)NCc2cccc3ccccc23)C(=O)N1Cc1ccc(F)cc1 (stereo not given)
    3	-1.2	-5	/	0.8	-0.9	-2	0.1	0	/	-0.2
N#Cc1c(SCC(=O)Nc2nccs2)nc2c(c1-c1ccco1)CCCC2
    -2	-1.1	-1	0.7	0.5	1.0	6	-1.6	5	1.0	-0.7
CC(=O)C(Sc1ncnc2c1nnn2-c1ccc(F)cc1)C(=O)N(C)C (stereo not given)
    -3	-1.0	1	/	0.1	0.1	3	-0.9	-2	/	-0.5
COc1cccc(CNc2nccs2)c1O
    -2	-0.1	10	-1.2	1.6	-1.3	-5	1.7	1	0.5	0.6
CCOC(=O)c1c(C)[nH]c(C(=O)CN2CC(C)OC(C)C2)c1C (stereo not given)
    1	-0.4	3	1.5	0.2	-3.5	0	-1.1	1	-2.4	0.0
CCN1C(=O)/C(=C/c2cn(-c3ccccc3)nc2-c2cccnc2)SC1=S
    0	-1.1	-17	3.7	-1.0	1.7	12	-1.4	-4	0.2	-0.7
CC(C)S(=O)(=O)C1=NSC2=NC(=O)/C(=C\c3ccc(-c4cccc(C(=O)O)c4)o3)C(=N)N21
    -212	-1.2	/	2.0	0.5	-2.3	-22	-0.9	0	2.2	-0.2
C=CCn1c(SCC(=O)N(CCO)CCO)nc2sc3c(c2c1=O)CCC3
    -3	-1.1	-6	0.5	0.9	0.0	2	-2.6	-1	-0.1	-0.3
CCNC(=O)c1cccc(NC(=O)CN2C(=O)NC3(CCCCC3)C2=O)c1
    -2	-0.5	-7	-0.4	0.0	1.0	-1	-1.7	-2	1.1	-0.2
O=C(NC(CSC(=O)c1ccccc1)C(=O)O)OCc1ccccc1 (stereo not given)
    0	-0.4	-4	0.4	-1.7	-1.8	-9	0.8	4	0.3	-2.6
CCCOc1ccc(CN2CCOCC2)cc1OC
    -1	-0.8	4	5.3*	-1.5	0.0	-1	-0.7	2	2.3	0.2
S=c1[nH]nc2c3c4c(sc3ncn12)CCCC4
    1	-1.4	-4	2.2	1.1	-1.8	-5	-1.4	1	-0.4	0.5
COc1ccc(NC(=O)CN2C(=O)CC(C)(C)S(=O)(=O)c3ccccc32)cc1
    -2	-1.0	1	1.7	-1.2	-1.0	9	-1.2	-2	1.2	-0.6
C=CCn1c(C(C)NC(=O)CC)nc2ccccc21 (stereo not given)
    -1	-1.7	1	-1.4	-2.6	-0.8	1	-0.6	-1	-0.5	0.7
CC1(C)C(C=C(Cl)Cl)C1C(=O)Nc1ccc([N+](=O)[O-])cc1 (stereo not given)
    3	-1.3	-3	/	-1.4	-0.2	-6	-1.6	-9	/	-1.3
COc1ccc(-c2cc(C(=O)N/N=C(\C)c3cccnc3)c3ccccc3n2)c(OC)c1
    -187	-1.0	5	-0.2	-1.3	-2.5	-8	-0.1	-1	1.5	2.0
CC(C)c1nnc2c(N(C)S(=O)(=O)c3ccccc3)nc3ccccc3n12
    -5	-0.6	5	0.1	2.9	0.1	-1	-0.5	-1	0.7	-0.1
COC(=O)[C@@]1(Cc2ccccc2)[C@H]2C(=O)N(Cc3ccccc3)C(=O)[C@H]2[C@H]2CN(C)C(=NCc3ccccc3)N21
    -2	-1.3	0	0.0	1.3	1.7	7	-0.9	-1	-0.7	-0.1
Cc1cc(OC(C)C(=O)NCCCN2CCCC2=O)c2c(C)c(C)c(=O)oc2c1 (stereo not given)
    -308	-1.0	-1	0.4	2.8	-1.9	1	-0.3	-1	0.3	-0.6
CC(=O)c1ccc2ccccc2c1OC(=O)c1ccncc1
    -19	-0.6	5	0.0	-2.9	1.2	4	-0.5	1	-0.5	-1.0
COCCCn1c(C)cc(C(=O)CN2c3cccc4cccc(c34)S2(=O)=O)c1C
    -223	-0.8	6	-1.0	1.1	-0.6	8	-1.5	-2	-0.7	0.3
Cc1nc2ccc(S(=O)(=O)NCC(=O)NCCN3CCCCCC3)cc2s1
    -8	-0.8	-11	-0.6	2.3	-1.4	-5	-1.1	0	1.9	0.3
NC(=O)c1c(NC(=O)C(=O)NCCCN2CCOCC2)sc2c1CCCC2
    -24	-1.1	-1	-0.2	3.8	-0.2	4	0.7	-2	0.1	-0.2
Cc1ccc(O)c(NC(=O)c2cccc(NC(=O)c3ccco3)c2)c1
    4	-0.7	0	-0.6	2.0	-1.5	4	2.9	0	1.9	0.3

Part of the list above in order of molecular weight, lowest first:
Order of values – PLCb3 inh	ssDAF-12 act	Rev-erbA mod	DAX1 inh-1	hgDAF12 agonist	PG9 Ab binder	sPLA2-III inh	hcDAF-12 act	SMARCA2 act	GAA850 FXN act	DAX1 inh-2
Cc1ccc(O)c(NC(=O)c2cccc(NC(=O)c3ccco3)c2)c1
    4	-0.7	0	-0.6	2.0	-1.5	4	2.9	0	1.9	0.3
Cc1nc2ccc(S(=O)(=O)NCC(=O)NCCN3CCCCCC3)cc2s1
    -8	-0.8	-11	-0.6	2.3	-1.4	-5	-1.1	0	1.9	0.3
COc1ccc(-c2cc(C(=O)N/N=C(\C)c3cccnc3)c3ccccc3n2)c(OC)c1
    -187	-1.0	5	-0.2	-1.3	-2.5	-8	-0.1	-1	1.5	2.0

Two entries from above in a different format.
SMILES	PLCb3 inh	ssDAF-12 act	Rev-erbA mod	DAX1 inh-1	hgDAF12 agonist	PG9 Ab binder	sPLA2-III inh	hcDAF-12 act	SMARCA2 act	GAA850 FXN act	DAX1 inh-2
Cc1cc(OC(C)C(=O)NCCCN2CCCC2=O)c2c(C)c(C)c(=O)oc2c1 (stereo not given)	-308	-1.0	-1	0.4	2.8	-1.9	1	-0.3	-1	0.3	-0.6
CC(=O)c1ccc2ccccc2c1OC(=O)c1ccncc1	-19	-0.6	5	0.0	-2.9	1.2	4	-0.5	1	-0.5	-1.0

Additional entries.
Order of values – PLCb3 inh	ssDAF-12 act	Rev-erbA mod	DAX1 inh-1	hgDAF12 agonist	PG9 Ab binder	sPLA2-III inh	hcDAF-12 act	SMARCA2 act	GAA850 FXN act	DAX1 inh-2
Cn1c(=O)c2[nH]c(SCCN)nc2n(C)c1=S
    2	-0.9	2	-0.1	3.5	0.7	8	0.3	-2	-0.3	-1.3
Cc1cc(S(=O)(=O)N(Cc2ccc(C(C)C)cc2)CC2CCCO2)ccc1-n1cnnn1 (stereo not given)
    7	-2.3	-5	-2.3	-4.5	0.8	-12	-3.4	-3	0.8	-1.6
COC(=O)C1CCCCN1C(=O)c1ccc(OC2CCN(C(C)=O)CC2)c(OC)c1 (stereo not given)
    -4	-0.5	3	1.3	1.0	-1.6	3	0.3	1	-0.7	-0.3
COc1ccccc1C(=O)NCC(=O)OC(C)C(=O)N1CCOCC1 (stereo not given)
    -4	-0.8	0	0.1	-0.3	-1.2	-1	-0.1	4	0.9	2.2
COC(=O)c1ccc(COc2ccc(C#N)cc2)o1
    -3	-1.1	-3	0.8	-0.8	-1.1	5	-2.5	-1	2.9	1.1
